# rCAG RNA binder – r(CAG) repeat RNA binding; hit rate 1.3% among 370,000; inhibition, % at 3 µM; AID 651821; TO-PRO-1 dye displacement fluorescence;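 active = inhibition above the plate cutoff, the mean of all test compounds on that plate plus 3 SD, cut at about 35% in these data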;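 also: 0% = DMSO alone and 100% = 100 µM mitoxantrone as full dye displacement; higher means more dye released from RNA so lower well fluorescence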
# TDP2 absorb – TDP2 (human) inhibition, absorbance primary screen; recombinant TDP2, T5PNP hydrolysis, p-nitrophenol absorbance 415 nm; inhibition, % at 12.8 µM; hit rate 0.34% among 370,000;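 active = inhibition above the mean of all tested compounds plus 3 SD, set per campaign, cut at about 25% in these data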;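 also: 0% = DMSO with enzyme and 100% = buffer with substrate but no TDP2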
#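 Test system: Human TDP2 enzyme | Reagent: 5 mM T5PNP | Compound dosing: 12.8 µM single point, 1% DMSO | Incubation: Enzyme reaction with compound for 2 h at 37 °C | Technique: p-Nitrophenol epi absorbance | Read-out: % inhibition relative to enzyme-containing and enzyme-free wells | Benchmarks: High control without enzyme, low control DMSO plus TDP2 | Replicates: Singlicate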
# mABHD4 FP – ABHD4 (mouse) inhibition, primary FP screen. Q8VD66. purified mABHD4, FP-Rh probe fluorescence polarization. inhibition, % at 8.92 µM. hit rate 0.54% among 370,000. AID 720543;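 active = inhibition exceeding the mean over every tested compound plus 3 SD, cut at about 30% in these data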;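 also: 0% = plate median of compound wells and 100% = S159A mutant with DMSO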
#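 Test system: mABHD4 protein | Buffer or medium: HEPES pH 7.0 buffer, 150 mM NaCl, 0.01% Pluronic F-127 | Probe or stimulus: FP-Rh fluorescent activity-based probe, added after compound pre-incubation | Timing: Pre-incubation 45 min, probe exposure 60 min, at 25 °C | Technique: Fluorescence polarization, excitation 525 nm, emission 598 nm, BODIPY TMR filters | Repeats: Single well per compound (singlicate)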
# PRMT1 inh – inhibitors of human PRMT1; Q99873; recombinant PRMT1, activity-based probe fluorescence polarization; inhibition, % at 2.79 µM; hit rate 1.3% among 370,000; AID 652257;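 active = inhibition above about 21% made by adding two undisclosed values, limit read from the data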
# HTRA1 inh – inhibitors of human serine peptidase HTRA1; Q92743; recombinant HTRA1, FP-rhodamine activity-based probe, fluorescence polarization; inhibition, % at 5.96 µM; hit rate 0.5% among 340,000; in the data active = inhibition above about 36%;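 also: 0% = enzyme with DMSO and 100% = wells lacking enzyme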
# NPR2 activator – GC-B (human) receptor activation. activation, % at 10 µM. hit rate 0.11% among 370,000. HEK293-GC-B cells, CNP EC30, cGMP TR-FRET; 0% at EC30 CNP, 100% saturating CNP;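 active = activation at 10 µM reaching about 35% in either raw or pattern-adjusted values, limit read from the data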
# Target sequence (P20594 whole entry, looked up): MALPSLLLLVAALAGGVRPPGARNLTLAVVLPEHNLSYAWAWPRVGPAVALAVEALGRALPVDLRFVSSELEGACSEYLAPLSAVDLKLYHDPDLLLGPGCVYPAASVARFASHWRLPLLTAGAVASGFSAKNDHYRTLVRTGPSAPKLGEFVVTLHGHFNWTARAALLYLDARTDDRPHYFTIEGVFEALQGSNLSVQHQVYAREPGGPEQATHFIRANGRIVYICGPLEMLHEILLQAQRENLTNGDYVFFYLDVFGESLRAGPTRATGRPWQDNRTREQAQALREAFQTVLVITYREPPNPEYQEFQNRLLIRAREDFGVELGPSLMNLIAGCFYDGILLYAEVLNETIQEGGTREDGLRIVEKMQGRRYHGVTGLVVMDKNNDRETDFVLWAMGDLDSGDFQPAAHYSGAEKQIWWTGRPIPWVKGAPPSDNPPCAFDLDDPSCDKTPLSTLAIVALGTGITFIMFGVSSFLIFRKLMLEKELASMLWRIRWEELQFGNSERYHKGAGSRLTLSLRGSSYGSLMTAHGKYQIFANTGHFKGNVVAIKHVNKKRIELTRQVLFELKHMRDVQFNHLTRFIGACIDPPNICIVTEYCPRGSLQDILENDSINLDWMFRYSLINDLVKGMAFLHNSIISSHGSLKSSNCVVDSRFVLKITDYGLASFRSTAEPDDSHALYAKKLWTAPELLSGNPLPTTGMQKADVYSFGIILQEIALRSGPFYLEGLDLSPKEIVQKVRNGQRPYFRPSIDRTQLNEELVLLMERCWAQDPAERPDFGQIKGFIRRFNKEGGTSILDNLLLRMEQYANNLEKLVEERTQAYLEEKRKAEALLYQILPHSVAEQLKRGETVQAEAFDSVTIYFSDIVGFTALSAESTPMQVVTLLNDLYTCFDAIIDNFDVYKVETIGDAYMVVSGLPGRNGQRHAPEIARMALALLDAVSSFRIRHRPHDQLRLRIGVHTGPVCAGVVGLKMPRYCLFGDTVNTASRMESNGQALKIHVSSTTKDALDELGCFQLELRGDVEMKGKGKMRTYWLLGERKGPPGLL
# MBD2 DNA inh – inhibitors of human MBD2 binding to methylated oligonucleotide. TR-FRET. inhibition, % at 4.4 µM. hit rate 0.31% among 370,000; in the data active = inhibition above about 13%
# SIAE inh – inhibitors of human sialic acid acetylesterase SIAE. Q9HAT2. hit rate 0.69% among 370,000. SIAE FP-Rh probe binding, fluorescence polarization. inhibition, % at 9.66 µM;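 active = inhibition above a cutoff: mean of compounds within the control limits plus 3 SD of those, cut at about 17% in these data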;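 also: 0% = plate median of compound wells and 100% = probe without SIAE protein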
# TCR CD3 inh – inhibitors of human TCR-CD3 interaction; TAMRA-labeled TCR probe fluorescence, biochemical; inhibition, % at 9.4 µM; hit rate 0.37% among 360,000; in the data active = inhibition above about 19%;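 also: recombinant mutant TCR 2C K166C tagged with TAMRA read by polarization; 0% = receptor in buffer alone and 100% = receptor with positive control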
# LEDGF integ inh – blocks HIV-1 LEDGF/p75-dependent DNA integration | AID 743269 | inhibition, % at 3.7 µM | hit rate 0.64% among 370,000 | TR-FRET IN-LEDGF/p75 DNA integration, Eu/Cy5;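 active = inhibition above the screen-wide mean plus 3 SD, cut at about 13% in these data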;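 also: signal is the Cy5 over europium emission ratio at 671 and 618 nm; 0% = plate median of compound wells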
# Numbers without * were called inactive; . = no result given.
SMILES,rCAG RNA binder,TDP2 absorb,mABHD4 FP,PRMT1 inh,HTRA1 inh,NPR2 activator,MBD2 DNA inh,SIAE inh,TCR CD3 inh,LEDGF integ inh
COc1ccc(N2CC(C(=O)Nc3c4c(nn3-c3ccc(OC)cc3)CS(=O)(=O)C4)CC2=O)cc1 (centres undefined),0.0,14.2,6.2,-5.4,9.7,-1.1,-1.2,2.8,2.4,-1.8
O=C(Nc1ccc(Br)cc1)c1ccc(N2C(=O)C3CC=CCC3C2=O)cc1 (centres undefined),-4.0,-9.2,-2.5,2.6,-3.5,0.8,7.3,0.6,-1.2,-5.8
O=C(NCc1ccccc1)C1CCC(CNc2c(N3CCCCC3)c(=O)c2=O)CC1 (centres undefined),1.5,-10.6,-1.1,-3.6,3.7,12.2,-1.5,-4.4,6.7,0.3
CCOC(=O)c1sc(NC(=O)c2cccc(S(=O)(=O)N(CC)CC)c2)cc1C,1.4,4.0,-1.2,-0.4,-8.8,4.6,0.7,-1.5,3.3,-5.1
CCOC(=O)NC(=O)CSc1nnnn1-c1ccc(C)cc1,1.9,0.6,-7.8,-2.0,2.5,3.7,-6.8,11.6,2.5,3.5
COC(=O)c1ccc(C)c(NC(=O)Cn2cnc3ccccc3c2=O)c1,-1.6,-2.7,-0.8,-3.6,-1.1,0.3,1.1,2.1,1.1,-2.8
Cc1csc(NC(=O)C2CCCN2C(=O)OCC(C)C)n1 (centres undefined),0.5,9.2,2.8,-0.3,5.3,-1.2,5.0,0.2,-0.5,-1.8
Clc1cccc(N2CCN(c3nnnn3-c3ccccc3)CC2)c1,-6.5,-2.5,0.6,-2.4,-10.1,2.5,1.3,-0.8,0.7,-6.6
N/C(=N\OC(=O)CCCCCN1C(=O)c2ccccc2C1=O)c1ccccc1,-9.8,0.8,-3.3,-3.7,-24.4,-1.1,-4.0,1.3,2.1,-4.3
CC(=O)Nc1ccc(C(=O)N/N=C/C2CC3C=CC2C3)cc1 (centres undefined),-1.4,10.9,-0.4,-3.1,-3.3,0.2,1.8,1.3,5.6,-0.3
Cc1ccc(Cl)c(OCCN2CCc3ccccc3C2)c1,-9.2,-5.6,-4.3,-0.4,-15.0,-6.1,1.4,10.7,-2.4,0.6
Cc1cc(OCCn2cnc3ccccc3c2=O)cc(C(C)C)c1,-5.1,2.1,3.8,1.1,-14.5,-4.3,2.8,1.3,-0.5,-2.1
Cc1ccc(CNC(=O)Cn2cc(C(F)(F)F)ccc2=O)cc1,1.3,-3.7,-0.8,-2.3,-5.2,4.5,-5.9,3.6,-6.0,2.3
CC(C)c1ccc(/C=C/C(=O)Nc2nncs2)cc1,7.7,-2.1,-9.0,-3.2,-16.3,0.4,-0.4,-2.0,7.3,0.3
N#Cc1ccccc1Sc1ccccc1C(=O)OCc1nnc(-c2ccccc2)o1,12.1,-6.2,-28.4,4.4,-30.8,1.3,1.2,-11.8,-5.2,-1.6
Cc1ccc(CC(=O)Nc2ccc(S(=O)(=O)N3CCOCC3)cc2)cc1C,5.2,2.4,-6.3,0.6,-4.1,4.0,-0.2,-6.0,3.0,2.9
COc1ccc(-c2nc(C#N)c(N3CCC(C(N)=O)CC3)o2)cc1,0.0,9.5,0.9,0.4,0.9,0.4,-5.4,-2.3,5.6,0.4
Cc1ccc(OCC(=O)N/N=C/c2c[nH]c3ccccc23)c([N+](=O)[O-])c1,19.8,-3.2,-9.3,-3.2,-10.8,-5.2,0.8,-4.9,3.9,-0.8
CCOc1ccc(CNC(=O)CCC(=O)n2nc(C)c3ccccc32)cc1,6.5,-8.4,3.1,7.7,-3.8,-2.5,5.1,0.3,-3.5,-2.0
O=C(O)c1ccccc1NS(=O)(=O)c1cccc2nsnc12,5.5,2.1,5.1,1.8,2.5,-0.9,-7.1,7.7,5.3,-4.7
Cc1ccccc1C(=O)NCCNC(=O)c1ccccn1,3.1,12.6,-0.8,-1.4,-5.8,-2.1,1.3,0.8,1.8,0.8
O=S1(=O)CC(N2CCCC2)CN1CCc1ccccc1 (centres undefined),6.2,-4.5,4.5,-1.7,.,-4.9,1.4,-1.1,3.9,2.7
CN1C(=O)CSC1=S,0.8,-9.8,2.5,4.8,6.3,0.3,4.2,-5.3,-6.5,-0.4
Cc1c(C(=O)N2CCC(C(N)=O)CC2)oc2ccc(Br)cc12,-2.1,5.2,4.2,-1.3,-5.0,-3.4,-4.2,0.3,0.2,1.5
Cc1ccc(-n2c(C)c(C)c3c(N)ncnc32)cc1,-3.2,4.6,3.6,-2.3,6.9,-15.2,-2.3,7.3,3.7,-2.3

# Some of these compounds in order of SMILES length, falling.
SMILES,rCAG RNA binder,TDP2 absorb,mABHD4 FP,PRMT1 inh,HTRA1 inh,NPR2 activator,MBD2 DNA inh,SIAE inh,TCR CD3 inh,LEDGF integ inh
N/C(=N\OC(=O)CCCCCN1C(=O)c2ccccc2C1=O)c1ccccc1,-9.8,0.8,-3.3,-3.7,-24.4,-1.1,-4.0,1.3,2.1,-4.3
CCOc1ccc(CNC(=O)CCC(=O)n2nc(C)c3ccccc32)cc1,6.5,-8.4,3.1,7.7,-3.8,-2.5,5.1,0.3,-3.5,-2.0
Cc1cc(OCCn2cnc3ccccc3c2=O)cc(C(C)C)c1,-5.1,2.1,3.8,1.1,-14.5,-4.3,2.8,1.3,-0.5,-2.1

# Following part
SMILES,rCAG RNA binder,TDP2 absorb,mABHD4 FP,PRMT1 inh,HTRA1 inh,NPR2 activator,MBD2 DNA inh,SIAE inh,TCR CD3 inh,LEDGF integ inh
O=C(Nc1ccc(F)cc1)c1sc(Cl)nc1-c1ccccc1,4.4,-14.3,-16.3,-3.3,-19.4,2.2,-0.2,-9.1,3.4,3.1
O=C(OCc1nnc(-c2ccccc2)o1)c1ccccc1,-6.1,6.0,-7.0,-2.0,-1.7,-4.8,2.2,2.1,0.8,5.4
COc1cc(CN2CCCCCC2)cc(OC)c1OC,-3.9,19.0,10.3,-3.3,3.0,0.7,-3.8,3.9,5.7,0.3
CCCc1cc(C(=O)NCc2ccc(OC)cc2)no1,-0.8,-2.5,2.6,3.0,0.1,2.2,3.1,-2.5,-20.1,-3.3
CC1(C)Cc2cccc(OCC(=O)Nc3cc(S(C)(=O)=O)ccc3Cl)c2O1,-1.6,-3.7,0.4,-9.0,-6.2,-0.2,-1.1,9.3,3.6,3.4
CCOC(=O)C1(CCOC)CCN(C(=O)c2ccc(CSC)o2)CC1,-9.9,-8.4,-10.1,6.3,-5.3,-2.5,6.1,-7.1,-14.9,-4.0
CCC(C)c1ccccc1NC(=O)C(C)NCCN(C)C (centres undefined),-2.3,4.5,14.2,-0.8,2.2,5.0,1.7,-2.6,-2.8,5.7
COC(=O)c1c(NC(=O)COc2ncnc3ccccc23)sc(C)c1C,6.4,-5.8,-8.7,3.5,-16.4,1.1,-1.2,-3.4,-3.5,2.5
Cc1cccc(N2CCN(C(=O)c3cccc(N4CCCC4=O)c3)CC2)c1C,-9.4,-15.6,-1.3,0.0,-8.1,-2.6,1.2,-7.4,8.4,-4.4
CCOc1ccc(/C=C2\SC(=S)N(NC(=O)c3ccncc3)C2=O)cc1OC,6.0,4.5,-1.8,4.2,.,-3.2,-7.7,3.6,-6.1,-3.1
Cc1ccc(N2CC(C(=O)NCCC(C)C)CC2=O)cc1 (centres undefined),-7.3,2.1,-4.0,-1.3,-3.0,3.1,-1.2,-2.0,2.1,0.0
COc1c(C(=O)NC(=S)Nc2nnn(C)n2)cc2ccccc2c1Br,4.0,5.3,-0.2,-1.2,0.4,-0.1,0.8,0.3,3.2,-1.8
CCc1cccc(NC(=O)C2CC2c2ccccc2)c1 (centres undefined),-3.2,5.7,-15.4,-2.6,-37.8,-0.8,0.5,2.4,1.7,1.0
COC(=O)c1ccc(N2C(=O)c3ccc(OC)c(OC)c3C2=O)cc1,-0.2,-6.9,-1.0,-0.3,9.5,-5.3,3.5,-5.9,-5.5,1.3
COc1cccc(OC(C)CCN2CCC(C(O)(c3ccccc3)c3ccccc3)CC2)c1 (centres undefined),2.7,-7.6,5.4,0.4,.,-10.8,-0.2,-6.4,.,-2.9
CC(C)c1ccc(NC(=O)C[n+]2ccn(C3=C([O-])c4ccccc4C3=O)c2)cc1,6.9,12.8,3.8,2.8,-0.9,1.2,2.2,12.0,2.8,-4.4
CC(C)C(NC(=O)CN1C(=O)c2ccccc2C1=O)c1ccccc1 (centres undefined),1.3,-3.5,0.5,5.4,-1.9,8.9,3.6,0.8,-8.1,-5.0
CN(C)S(=O)(=O)c1ccc(NC(=O)c2ccc([N+](=O)[O-])cc2)cc1,-0.3,-13.8,1.8,5.9,2.6,-7.4,2.9,-1.4,-10.6,-7.5
CCC(=O)NC(=S)Nc1ccc(S(=O)(=O)NC2CCCCC2)cc1,-0.6,-3.6,3.8,-2.8,-10.8,2.3,-7.2,-3.8,2.2,6.1
COc1ccccc1Cc1c(-c2ccc(C)cc2)nc2ccc(Cl)cn12,17.4,-6.4,6.3,-2.8,.,8.8,0.5,0.0,1.7,-4.7
CCn1nc(C(=O)Nc2ccc3c(c2)OCCO3)c2ccccc2c1=O,5.2,-3.5,-4.9,-1.6,5.7,-2.8,-2.8,-3.4,-0.7,2.0
Cc1cccc(/C=N/n2c(-c3ccccc3)n[nH]c2=S)c1O,4.8,-14.5,2.5,3.0,-2.7,-0.7,-6.1,7.4,4.5,0.8
O=[N+]([O-])c1cc(C(F)(F)F)ccc1SCC(O)CO (centres undefined),-2.8,-7.0,-0.3,0.2,2.2,2.4,3.9,5.1,4.2,-2.1
N=c1c(C(=O)NCC2CCCO2)cc2c(=O)n3ccccc3nc2n1C1CCCC1 (centres undefined),-2.4,-8.9,5.2,1.9,-0.2,-6.0,-4.0,3.3,-1.9,-2.7
CCCNC(=O)COC(=O)c1cc(-c2ccc(OC)cc2)nc2ccccc12,2.9,14.3,-0.6,-4.4,-12.4,-3.5,1.5,-1.5,2.0,-0.6
# (list continues)
SMILES,rCAG RNA binder,TDP2 absorb,mABHD4 FP,PRMT1 inh,HTRA1 inh,NPR2 activator,MBD2 DNA inh,SIAE inh,TCR CD3 inh,LEDGF integ inh
Cc1nnc(NC(=O)c2cccc(S(=O)(=O)N(C)c3cccc(Cl)c3)c2)s1,15.9,0.8,-10.6,-0.3,-5.5,1.8,3.8,-5.7,0.8,-2.9
C=CCn1c(SCC(=O)N(CCOC)c2c(N)n(CC(C)C)c(=O)[nH]c2=O)nc2ccccc21,-0.6,1.1,3.9,0.0,-5.0,-0.2,0.6,-5.0,0.7,-0.2
COc1cc(OC)c(OC)cc1CNCCSc1nnnn1C,-4.3,-4.1,3.4,8.4,4.1,-2.1,0.8,-0.3,-3.1,-7.2
C=CCN1[C@H](C#N)[C@@H](c2ccccc2)[C@H]1CO,3.6,6.3,1.6,-3.8,.,1.8,4.7,-0.6,.,-6.0
Cc1ccc(S(=O)(=O)N2C[C@@H](C)[C@]3(C2)[C@H](O)[C@H](OC(=O)Nc2cccs2)C[C@H]2C(=O)N(c4ccccc4)C(=O)[C@H]23)cc1,14.6,-2.4,-11.0,4.4,-86.1,3.6,-3.8,-6.1,6.6,-0.3
O=C(COc1ccccc1[N+](=O)[O-])N1CCCc2ccccc21,2.1,-3.7,-3.3,-4.0,4.2,-2.7,2.2,6.4,-2.0,3.2

# These rows are one share of the data; the hit share may differ from the screen's.
